Screening results (PubChem)
HCMV inh: human cytomegalovirus inhibition; HFF cells, HCMV-luciferase reporter, 72 h; stronger effect = lower value; activity change, negative = inhibition, % at 57.5 µM; 4.5% of 410,000 active; in the data active = activity change below about -60%; inconclusive = no clear call, values can overlap the other calls; inactive = above about -39%
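HFF cells seeded 16 h at 37C, treated with compounds, infected with luciferase-reporter HCMV at MOI 1 PFU/cell; luciferase read at 72 h post infection, normalized to buffer-only and Salinomycin controls.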
Sm TGR inh: inhibitors of Schistosoma mansoni thioredoxin glutathione reductase | purified TGR, DTNB reduction, TNB absorbance 405 nm | Potency, µM (highest dose often 114 µM), for inactives: at the top dose activity change, negative = inhibition, usual class: inhibitors | 3% of 360,000 active | AID 485364; note: potency is the fitted concentration of half-maximal effect; nearly all actives have a fitted effect of over 60% in size
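Kinetic colorimetric format: TGR-catalysed, NADPH-driven DTNB reduction monitored via TNB absorbance. Enzyme dispensed at 20 nM; compound exposure 15 min at room temperature before reaction start.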
AmpC detergent: AmpC beta-lactamase inhibition with detergent present; P00811; AmpC hydrolysis of nitrocefin, absorbance 480 nm, 0.01% Triton; Potency, µM (doses to about 114 µM), without a hit: at the top dose activity change, negative = inhibition, usual class: inhibitors; 0.041% of 370,000 active; AID 485294;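 note: potency is the fitted concentration of half-maximal effect; 0% = no-compound wells and -100% = no-enzyme wells; nearly all actives have a fitted effect of over 25% in size; some results filed as inactive show a strong effect at the top dose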
Target sequence (P00811 whole entry, looked up): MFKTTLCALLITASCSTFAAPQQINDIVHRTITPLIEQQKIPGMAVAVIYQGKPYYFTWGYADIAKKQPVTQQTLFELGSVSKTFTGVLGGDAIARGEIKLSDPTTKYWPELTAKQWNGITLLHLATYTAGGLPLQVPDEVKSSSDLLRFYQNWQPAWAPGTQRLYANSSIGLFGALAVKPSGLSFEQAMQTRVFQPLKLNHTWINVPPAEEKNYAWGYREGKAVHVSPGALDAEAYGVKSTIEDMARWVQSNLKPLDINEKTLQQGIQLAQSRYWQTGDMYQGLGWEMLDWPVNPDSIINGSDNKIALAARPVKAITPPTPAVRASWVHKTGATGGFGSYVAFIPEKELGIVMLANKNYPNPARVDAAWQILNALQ
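AmpC (5.3 nM in the dispensed reagent) in 20 mM phosphate pH 7.0 with 0.01% (detergent screen) or 0.0001% Triton X-100 was preincubated with compounds for 15 min at room temperature. Nitrocefin was then added from an 800 uM solution, and hydrolysis was followed at 480 nm.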
AMA1 RON2 block: inhibitors of Plasmodium falciparum AMA1-RON2 interaction. 0.2% of 360,000 active. AID 720542. Potency, µM (top dose mostly 58.2 µM), for the others: at the highest dose activity change, negative = inhibition, hits mostly inhibitors. AlphaScreen AMA1-biotinylated RON2 peptide binding;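 note: potency is the fitted concentration of half-maximal effect; 0% = vehicle wells and -100% = peptide control; nearly all actives have a fitted effect of over 45% in size; some results filed as inactive show a strong effect at the top dose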
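AMA1 (3D7) with his tag at 25 nM final met compounds first, then biotinylated RON2 peptide at 25 nM; detection used donor plus acceptor beads, 10 µg/mL apiece, read by AlphaScreen after 30 min at room temperature.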
FBPA Giardia inh: inhibitors of Giardia lamblia fructose-1,6-bisphosphate aldolase; 0.71% of 290,000 active; A8B2U2; Potency, µM (titrated, usually from 59.6 µM), for the others: at the highest dose activity, negative = inhibition, actives largely listed as inhibitors; purified Giardia FBPA; AID 2451; note: potency is the fitted concentration of half-maximal effect; nearly all actives have a fitted effect of over 55% in size
Target sequence (A8B2U2 whole entry, looked up): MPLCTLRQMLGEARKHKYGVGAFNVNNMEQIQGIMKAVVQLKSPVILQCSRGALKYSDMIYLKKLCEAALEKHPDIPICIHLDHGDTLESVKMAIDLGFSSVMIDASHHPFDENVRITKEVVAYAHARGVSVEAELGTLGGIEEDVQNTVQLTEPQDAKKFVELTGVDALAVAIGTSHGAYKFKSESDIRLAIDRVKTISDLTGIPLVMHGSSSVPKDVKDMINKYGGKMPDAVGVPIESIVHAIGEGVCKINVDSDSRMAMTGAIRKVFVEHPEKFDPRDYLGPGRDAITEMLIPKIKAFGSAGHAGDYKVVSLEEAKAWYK
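40 nM FBPA preincubated 10 min at RT with compound (up to 57.5 uM final), then substrate plus GAPDH/TPI/NAD/arsenate coupling and diaphorase/resazurin added. Fluorescence read after 20 min at RT, 525/598 nm.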
HCV inh: inhibitors of hepatitis C virus infection | AID 651820 | 3.4% of 340,000 active | Potency, µM (doses to about 41.8 µM), for the others: top-dose activity change, negative = inhibition, hits mostly inhibitors | Huh7.5.1 HCVcc-Cre infection, luciferase reporter, 44 h; note: potency is the fitted concentration of half-maximal effect
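Seed cells (1,000/well) for 4 h; treat with compound and infect with HCVcc-Cre, moi about 0.5. Incubate 44 h, then detect luciferase activity.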
* = called active by the depositor; ? = inconclusive; / = no result given; & = joins results of further samples; [ ] = another dose, or the depositor's remark. Unless noted, calls come from the whole dose curve; as a rule, active = well fitted curve in the direction sought with a large enough effect; inconclusive = small, poorly fitted or top-dose-only effect, or another doubt; inactive = no such curve, though single readings can be large; an effect the other way counts as inactive or inconclusive. Unless noted, % is set by controls: 0 for no effect and ±100 for the full control effect. The order is random; about 9.3% have a hit in one of these screens.

(1) Cc1ccc(C(=O)NC2CCCC2)s1
(2) CC(C)(C)c1ccc(/C=C/C(=O)Nc2cccnc2)cc1
(3) CCO[C@H]1OC(C(=O)N2CCN(C)CC2)=C[C@@H](C2CC2)[C@@H]1CCCO
(4) O=C(Cn1c(C(=O)NCc2ccco2)cc2sccc21)c1ccccc1
(5) CCCCOC(=O)CSc1nnc(-c2cc(OC)c(OC)c(OC)c2)o1
(6) C[C@H]1CCC2[C@](C)(CO)[C@@H](O)CC[C@]2(C)[C@@]12CCC(CO)(CCO)O2 (stereo partly specified)
Compound	1	2	3	4	5	6
HCV inh	5%	-29%	?	-3%	7%	7%
AMA1 RON2 block	-16%	-6%	18%	-22%	11%	-3%
FBPA Giardia inh	/	0%	0%	0%	/	-1%
Sm TGR inh	?	14%	3%	-28%	-21%	0%
HCMV inh	24	54	-3	10	-8	29
AmpC detergent	5%	-1%	2%	?	-10%	-5%

(7) Cc1nc(N)c(C#N)c(-c2cccnc2)c1C
(8) CCCNC(=O)Cc1ccsc1
(9) CCN(CC)C(=O)C1CCN(c2cc(C)nc3c(-c4ccc(OC)c(OC)c4)c(C)nn23)CC1
(10) COc1ccccc1NC(=O)N1CCN(c2ccc(F)cc2)CC1
(11) CCOc1ccc2[nH]c(=O)c(CN(CC3COCCO3)C(=O)c3ccc(C)cc3)cc2c1 (stereo unspecified)
(12) O=C(NC1CCCC1)c1cccc(S(=O)(=O)Nc2ccccc2F)c1
Compound	7	8	9	10	11	12
HCV inh	13%	1%	/	-13%	13%	8%
AMA1 RON2 block	13%	-2%	/	-3%	-2%	0%
FBPA Giardia inh	4%	19%	/	0%	-1%	/
Sm TGR inh	1%	-5%	1%	-2%	11%	0%
HCMV inh	-70*	-7	16	-17	-31	-23
AmpC detergent	?	-1%	1%	1%	5%	9%

(13) CCOC(=O)c1ccc(NC(=O)Cn2cc(C(=O)C3CC3)c3ccccc32)cc1
(14) CC(=O)NS(=O)(=O)c1ccc(NC(=O)c2ccccn2)cc1
(15) Cc1ccccc1CN1CCN(C(=O)Cc2ccccc2)CC1
(16) O=C(Cn1c(=O)n(Cc2ccc(F)cc2)c(=O)c2sc3ccccc3c21)NCc1ccccc1
(17) CC(C)(C)NC(=O)CN(C(=O)c1snc(C(=O)NC2CCCCC2)c1N)c1ccc(F)cc1
(18) O=C(Nc1c(C(=O)c2ccccc2)oc2ccccc12)c1ccc(F)cc1
Compound	13	14	15	16	17	18
HCV inh	/	10%	3%	/	-5%	/
AMA1 RON2 block	/	7%	-3%	/	-6%	/
FBPA Giardia inh	/	-15%	?	/	-1%	/
Sm TGR inh	13%	-8%	/	10%	1%	-10%
HCMV inh	-9	-23	-17	5	-9	-27
AmpC detergent	24%	-5%	0%	17%	-9%	24%

(19) Brc1ccccc1CNCCc1ccc2c(c1)OCO2
(20) O=C(Nc1cccc(S(=O)(=O)N2CCCCCC2)c1)C1CCC1
(21) CNc1ccccc(C(=O)/C=C/c2ccccc2OC)c1=O
(22) COc1cc(/C=C\C(=O)NCc2ccc3[nH]c(C)cc3c2)cc(OC)c1OC
(23) Cc1cc(C)cc(N(CC(=O)NCc2ccc(F)cc2)C(=O)c2snc(C(N)=O)c2N)c1
(24) Cc1cccc(-c2nc3ccccc3n3c(-c4ccccc4)c4c(=O)n(C)c(=O)n(C)c4c23)c1
Compound	19	20	21	22	23	24
HCV inh	-5%	-19%	?	-28%[8.37 µM]	-19%	/
AMA1 RON2 block	-22%	-8%	-1%	1%	-9%	/
FBPA Giardia inh	?	/	11µM*	-8%	19%	/
Sm TGR inh	?	7%	2.8µM*	-21%	12%	0%
HCMV inh	45	-18	39	19	-15	9
AmpC detergent	-13%	-4%	-12%	-9%	3%	-7%

(25) Cc1cc(Oc2ccccc2F)nc(NCc2ccccc2)n1
(26) COc1cc(C)nc(N2CCCC(C(=O)Nc3ccccc3Br)C2)n1 (stereo unspecified)
(27) CCN(CC)CCSc1c(C(C)C)cnc2c1c(=O)n(C)c(=O)n2C
(28) CCC(CC)c1nnc(NC(=O)CN2C(=O)c3ccccc3C2=O)s1
(29) CCCn1c(CN2CCCCC2CC)nc2c1c(=O)n(C)c(=O)n2C (stereo unspecified)
(30) O=C(O)Cn1nc(-c2ccccc2)c2ccccc2c1=O
Compound	25	26	27	28	29	30
HCV inh	?	5%	/	-2%	0%	0%
AMA1 RON2 block	1%	-4%	/	3%	4%	10%
FBPA Giardia inh	10%	3%	/	2%	2%	10%
Sm TGR inh	-32%	/	-6%	6%	3%	5%
HCMV inh	?	?	-10	-21	51	69
AmpC detergent	-22%	2%	12%	-3%	?	1%

(31) O=[N+]([O-])c1cccc(-c2ncc3ccccn23)c1
(32) O=C(COC(=O)c1cc([N+](=O)[O-])ccc1N1CCCC1)Nc1ccccc1OC(F)F
(33) CCOc1nc(OCC)nc(-n2cc(-c3ccccc3)nn2)n1
(34) CCCc1nnc(NC(=O)CCCN2C(=O)c3ccccc3C2=O)s1
(35) Cc1ccccc1-n1c(C)nnc1SCC(=O)N1CCc2ccccc2C1
(36) CCOC(=O)CNC(=O)N1CCc2ccc(NC(=O)c3ccccc3Cl)cc2C1
Compound	31	32	33	34	35	36
HCV inh	11%	13µM*	0%	-6%	-14%	12%
AMA1 RON2 block	-1%	-11%	0%	-9%	1%	-9%
FBPA Giardia inh	-4%	/	11%	1%	4%	-2%
Sm TGR inh	-2%	3%	-2%	0%	-2%	4%
HCMV inh	6	-9	?	-9	-7	5
AmpC detergent	-9%	?	?	-1%	7%	?

(37) CCN(CC)C(=O)c1cccc(-c2ccc(OC)cc2)c1
(38) O=C(c1ccc(=O)n(Cc2ccc(Cl)c(Cl)c2)c1)N1CCOCC1
(39) CCNC(=O)CN(c1ccc(CC)cc1)S(C)(=O)=O
(40) CC(C)NC(=S)N(C)C1(c2ccccc2Cl)CCCCC1=O (stereo unspecified)
(41) Cc1cccc(NC(=O)Nc2nnc(N3CCCCC3C)s2)c1C (stereo unspecified)
(42) Cc1cccc(N2CCN(C(=O)c3ccc(NC(=O)C4CCCO4)cc3)CC2C)c1 (stereo unspecified)
Compound	37	38	39	40	41	42
HCV inh	1%	3%	10%	17%	9%	-2%&11%
AMA1 RON2 block	17%	2%	-2%	-8%	-8%	-3%
FBPA Giardia inh	1%	11%	2%	-5%	0%	3%
Sm TGR inh	2%	18%	-24%	2%	0%	-8%
HCMV inh	-1	7	-10	?	47	-4
AmpC detergent	?	-2%	?	-11%	-11%	-14%

(43) Clc1cccc(OCCn2ccnc2)c1
(44) CC(=O)Nc1cccc(NC(=O)CSc2nnnn2C)c1
(45) CN(CCC#N)C(=O)c1cc2c(s1)-c1ccccc1SC2
(46) CCOC(=O)c1csc(NC(=O)C(C)(C)C)n1
(47) O=C(NC(=S)Nc1ccccc1)c1cc([N+](=O)[O-])ccc1N1CCOCC1
(48) CCn1cc(C(=O)N(C)c2ccc(OC)cc2OC)c2cc(OC)c(OC)cc2c1=O
Compound	43	44	45	46	47	48
HCV inh	1%	-17%	?	-6%	10%	-2%
AMA1 RON2 block	1%	/	0%	11%	-3%	8%
FBPA Giardia inh	35µM*	0%	-6%	-1%	-11%	7%
Sm TGR inh	0%	-13%	-1%	6%	2%	3%
HCMV inh	-21	-22	-16	7	?	-24
AmpC detergent	-9%	-4%	?	-5%	10%	3%

Shown with bars between the fields: entries from further up.
nr | compound | HCV inh | AMA1 RON2 block | FBPA Giardia inh | Sm TGR inh | HCMV inh | AmpC detergent
43 | Clc1cccc(OCCn2ccnc2)c1 | 1% | 1% | 35µM* | 0% | -21 | -9%
44 | CC(=O)Nc1cccc(NC(=O)CSc2nnnn2C)c1 | -17% | / | 0% | -13% | -22 | -4%
45 | CN(CCC#N)C(=O)c1cc2c(s1)-c1ccccc1SC2 | ? | 0% | -6% | -1% | -16 | ?
46 | CCOC(=O)c1csc(NC(=O)C(C)(C)C)n1 | -6% | 11% | -1% | 6% | 7 | -5%
47 | O=C(NC(=S)Nc1ccccc1)c1cc([N+](=O)[O-])ccc1N1CCOCC1 | 10% | -3% | -11% | 2% | ? | 10%
48 | CCn1cc(C(=O)N(C)c2ccc(OC)cc2OC)c2cc(OC)c(OC)cc2c1=O | -2% | 8% | 7% | 3% | -24 | 3%

Following part
(49) CC(C)NS(=O)(=O)c1ccc(OCC(=O)N2CCN(C)CC2)cc1
(50) Cc1ccc2nc(-c3ccccc3)c(CN3CCSCC3)n2c1
(51) [O-][n+]1ccccc1SCc1ccccc1
(52) CCCCOC(=O)c1ccc(NC(=O)c2cc3c(=O)n4cccc(C)c4nc3n2C)cc1
(53) CCOC(=O)CCCNC(=O)CCCNC(=O)C(c1ccccc1)c1ccccc1
(54) COc1ccc(CCNC(=O)C2CCN(S(=O)(=O)c3cccc4nsnc34)CC2)cc1OC
Compound	49	50	51	52	53	54
HCV inh	11%	-24%	?	/	17%	5%
AMA1 RON2 block	-3%	?	-3%	/	1%	-2%
FBPA Giardia inh	3%	3%	/	/	5%	3%
Sm TGR inh	9%	9%	-2%	-10%	1%	11%
HCMV inh	3	?	-7	-4	23	-12
AmpC detergent	2%	?	-7%	0%	-7%	0%

(55) COc1ccc([C@H]2CC(=O)C=C(c3ccc(-c4ccccc4)c(F)c3)C2)cc1OC
(56) CN(CC1CCCN(CCc2ccc(F)cc2)C1)C(=O)CCC(F)(F)F (stereo unspecified)
(57) COc1ccc(C)cc1N(C(=O)c1cccc(F)c1)c1nc2ccccc2s1
(58) Cc1ccc(N(Cc2ccccc2)C(=O)c2cc(S(=O)(=O)N3CCOCC3)ccc2C)cc1
(59) COc1ccc(/C=N/Nc2nonc2N)c(OC)c1
(60) Cc1cc(Cl)c(OCCCNC2CCCC2)c(Br)c1
Compound	55	56	57	58	59	60
HCV inh	26%	?	?	-3%	?	?
AMA1 RON2 block	-8%	-1%	-18%	-14%	6%	-8%
FBPA Giardia inh	/	-7%	-7%	/	5%	?
Sm TGR inh	-26%	13%	3%	0%	3%	0%
HCMV inh	20	-8	19	?	51	-1
AmpC detergent	8%	?	-9%	?	1%	-17%

(61) Cc1ccc(NC(=O)c2ccc(CN3CC(=O)N4CCCCC4C3=O)cc2)c(C)c1 (stereo unspecified)
(62) CC(C)SC1=NC(C)(C)C=C(/C=C/c2c(Cl)cccc2Cl)N1
(63) Nc1nnc(-c2cn(-c3ccccc3)nc2-c2ccccc2)o1
(64) COc1cc(C2CC(=O)Oc3c2c(=O)n(C)c2ccccc32)ccc1O (stereo unspecified)
(65) C1=C(CCNc2ncnc3c2[nH]c2ccccc23)CCCC1
(66) CCOC(=O)N1CCN(C(=O)COc2cccc3c2CCN(CC)C3=O)CC1
(67) CC(C)CCNC(=O)C1CCN(c2nnc(-n3cccc3)s2)CC1
(68) Cc1occc1C(=O)Nc1c(F)c(F)c(F)c(F)c1F
Compound	61	62	63	64	65	66	67	68
HCV inh	-14%	-26%	?	7%	1.1µM*	-7%	?	5%
AMA1 RON2 block	-4%	-2%	-1%	0%	-5%	13%	-3%	13%
FBPA Giardia inh	21%	-23%	0%	-8%	1%	0%	7%	-4%
Sm TGR inh	1%&3%	20µM*	-1%	4%&-11%	2%	-16%	6%	-11%
HCMV inh	31&-11	/	-23	-11&-24	-91*	-8	-19	15
AmpC detergent	-13%&20%	2%	-11%	7%&-2%	?	0%	?	?
